# HSF1 inh: HSF1 inhibition; activity change, negative = inhibition, % at 7.5 µM (by protocol); actives 0.77% (n = 300,000); AID 2098; NIH3T3-HGL HSE-luciferase, MG132-induced, luminescence 8 h; stronger effect = lower value;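 active = more than half of replicate wells show activity change below -50%, luminescence cut by over half; inconclusive = some wells, but at most half, below -50%; inactive = no replicate well below -50%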;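 note: luciferase reports HSF-1 transcriptional activity via heat shock element; 0% = median of DMSO wells and -100% = zero luminescence signal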
# aSyn UTR inh: MLPCN primary screen, SNCA 5' untranslated region; actives 0.82% (n = 300,000); AID 1813; alpha-synuclein 5'UTR reporter, inhibitor activity; inhibition, % (tested at 7.5 µM); in the data active = inhibition above about 60%; inconclusive = no clear call, values can overlap the other calls;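 note: H4 neuroglioblastoma cells stably carrying SNCA 5'UTR luciferase fusion; 0% = DMSO wells and 100% = positive control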
# IEC-6 tox: counter-screen for KLF5 inhibitors: cytotoxicity in IEC-6 cells | IEC-6 cytotoxicity, luminescence viability | actives 0.78% (n = 290,000) | inhibition, % at 5 µM | AID 1825; in the data active = inhibition above about 22%;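 note: 0% = plate median of test compound wells and 100% = cytotoxic reference compound wells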
# Platelet DG rel: platelet dense granule release activity; human platelet-rich plasma, SFLLRN dense granule ATP release, luminescence; inhibition, %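 (compounds screened at 7.5 µM in platelet-rich plasma)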; actives 0.22% (n = 300,000);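 active = mean replicate score, as percent of positive control, at or above 50; inconclusive = mean below 50 but at least one replicate at or above 50; inactive = mean and every replicate below 50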
# HSP90 inh: HSP90 refolding inhibition in rabbit reticulocyte lysate. luciferase refolding luminescence, 3 h. inhibition, % at 5.6 µM. actives 0.91% (n = 290,000). AID 1789;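 active = inhibition above the screen-wide mean plus 3 SD, computed separately per campaign, cut at about 16% in these data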;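 note: 0% = DMSO wells and 100% = 60 µM geldanamycin wells; inhibitors lower the luminescence because luciferase stays unfolded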
# KLF5 inhibitor: suppresses KLF5 promoter-driven expression | DLD-1 KLF5 promoter-luciferase reporter, luminescence | inhibition, % at 5 µM | actives 0.23% (n = 290,000) | AID 1700;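 active = inhibition above a per-plate limit of that plate's mean compound inhibition plus 3 SD, cut at about 60% in these data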;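 note: 0% = DMSO wells and 100% = LY294002 at 200 µM; higher means less KLF5 promoter-driven luciferase light; inactives centre near -14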
# AI-2 QS modul: Vibrio harveyi AI-2 quorum sensing modulation; Vibrio harveyi JMH597 AI-2 luminescence/OD600 ratio, 9 h; stronger effect = lower value; strain lacks LuxN and CqsS sensors; 0 = neutral-control median; activity change, % at 7.5 µM; actives 0.4% (n = 300,000); in the data active = activity change below about -75%, passing the limit was not always enough; inconclusive = no clear call, values can overlap the other calls;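 note: luminescence divided by OD600 gain over 9 h not by final OD600 alone; inactives centre near 13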
# HDAC3 inh: human HDAC3 inhibition | actives 0.15% (n = 320,000) | O15379 | inhibition, % at 8.3 µM | recombinant HDAC3, fluorogenic peptide/trypsin coupled, fluorescence; in the data active = inhibition above about 26%, passing the limit was not always enough; inconclusive = no clear call, values can overlap the other calls
# Target sequence (O15379 whole entry, looked up): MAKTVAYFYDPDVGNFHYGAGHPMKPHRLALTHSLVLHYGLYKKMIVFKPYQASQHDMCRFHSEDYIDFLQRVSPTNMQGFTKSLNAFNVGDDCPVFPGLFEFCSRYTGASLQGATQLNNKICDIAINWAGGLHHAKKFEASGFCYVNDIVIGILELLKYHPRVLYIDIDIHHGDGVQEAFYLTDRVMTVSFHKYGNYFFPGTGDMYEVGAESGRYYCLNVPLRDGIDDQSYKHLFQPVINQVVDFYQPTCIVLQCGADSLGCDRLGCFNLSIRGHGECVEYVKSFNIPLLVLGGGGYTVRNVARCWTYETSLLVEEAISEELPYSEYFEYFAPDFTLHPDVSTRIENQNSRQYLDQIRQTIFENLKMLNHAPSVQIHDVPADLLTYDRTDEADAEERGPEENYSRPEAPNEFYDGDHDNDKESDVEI
# HIF activator: HIF pathway transcriptional activation. U2OS HRE-luciferase reporter, luminescence; normalized: DMSO 0%, desferrioxamine 100%. activation, % at 7.5 µM (by protocol). actives 0.32% (n = 300,000). AID 1910;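 active = mean activation of at least 10% of the iron chelator positive control signal, with at least half of replicates also reaching 10%; inconclusive = mean and replicate majority disagree about reaching 10%; inactive = mean and most replicates under 10%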
# HSF1 activator: increases HSF-1 driven luciferase reporter signal. NIH3T3-HGL HSF-1 luciferase reporter, MG132, 8 h; 100% = twice DMSO control signal. activation, % at 9 µM. actives 1.7% (n = 300,000). AID 504408;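 active = mean replicate activation of at least 50% with a set share of replicates each reaching 50%; inconclusive = only one of those two conditions met; inactive = mean below 50% and too few replicates reaching it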;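 note: 0% = median of the neutral control wells and 100% = twice that signal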
# An asterisk follows results filed as active; u = inconclusive; x = not tested or not shown. Outcome played no part in choosing rows (roughly 5% active in at least one column).
Molecule	HSF1 inh	aSyn UTR inh	IEC-6 tox	Platelet DG rel	HSP90 inh	KLF5 inhibitor	AI-2 QS modul	HDAC3 inh	HIF activator	HSF1 activator
CCOc1ccc(C)cc1S(=O)(=O)Nc1ccc(Cl)cn1	-2	7	5	10	2	-10	15	2	-0.1	-4
CN1CCN(S(=O)(=O)c2cccc(C(=O)NCCOc3ccccc3)c2)CC1	-5	7	x	-8	x	x	14	-5	-0.1	-7
Cc1occc1-c1nnc(SCC(=O)Nc2ccc(F)cc2)n1Cc1ccccc1	10	31	1	2	3	21	8	4	-2.7	-8
OC(COCCOc1ccc(Br)cc1)CN1CCCCC1 (stereo not drawn)	14	-4	11	-14	6	12	3	2	0.4	47
COc1ccc(C2CCCN2C(=O)Nc2ccc(C)c(C)c2)cc1OC (stereo not drawn)	0	3	0	-2	-2	-10	6	-5	0.2	4
COc1ccc(NC(=O)c2ccc([N+](=O)[O-])s2)c([N+](=O)[O-])c1	24	-92	5	5	3	-1	10	-4	-1.1	14
CCN(CC)S(=O)(=O)c1cccc(-c2nnc(SC(C)C#N)n2Cc2ccccc2)c1 (stereo not drawn)	0	25	-2	5	-1	-18	31	10	-0.3	12
COc1cccc(CNC(=O)CCC2CCCN(Cc3ccc4c(c3)CCO4)C2)c1 (stereo not drawn)	-7	6	3	-4	-2	11	6	0	-0.1	-6
COc1ccc(/C=C2\SC(=S)N(CCC(=O)Nc3ccc(O)cc3)C2=O)cc1	2	-12	-2	-1	1	-51	13	5	-0.3	11
Cc1cccc(-n2c(O)c(C=Nc3cc(O)ccc3C)c3ccccc3c2=O)n1	1	3	4	8	0	-5	21	-1	-1.4	18
CCN(CC)S(=O)(=O)c1cccc(C(=O)OC2CCOC2=O)c1 (stereo not drawn)	-8	-15	2	-9	6	-31	21	0	-0.2	5
Cc1[nH]n(-c2ccc([N+](=O)[O-])cc2)c(=O)c1C=NCCc1c(C)[nH]c2ccccc12	6	12	-6	6	2	6	27	14	-1.9	6
COc1cccc(-c2ccc(=O)n(CC(=O)Nc3ccc(C(=O)N4CCCC4)cc3)n2)c1	7	13	2	2	3	-37	22	1	-0.4	16
CC(C)c1ccc(NC2CCCN(C(=O)CCN3CCCCO3)C2)cc1 (stereo not drawn)	-3	7	1	-6	1	8	11	0	-0.1	-9
CCc1cc(=O)oc2cc(C)cc(OC(C)C(=O)NCc3ccncc3)c12 (stereo not drawn)	9	5	4	7	-4	-18	15	-9	-0.2	-1
CCOCCCNC(=O)C(c1ccc(OC)cc1)N(Cc1cccs1)C(=O)c1ccccn1 (stereo not drawn)	x	x	-4	x	0	-29	20	-4	x	x
Cc1cc(F)ccc1S(=O)(=O)N1CCCCC1CCNC(=O)C(=O)NCCN1CCOCC1 (stereo not drawn)	-1	0	x	8	x	x	24	-6	0.1	0
CC(=O)Nc1ccc(C(=O)/C=C/c2ccco2)cc1	-9	-35	-3	-21	2	11	15	9	0.1	3
O=C(O)C1=C[C@H](c2ccc(C(F)(F)F)cc2)C[C@H](OCc2ccc(CO)cc2)O1	3	-7	3	-15	1	-18	6	2	-3.9	4
COCCN(C(=O)C(F)(F)F)C(C(=O)NC1CCCCC1)c1ccco1 (stereo not drawn)	0	10	-1	-3	0	-2	1	2	-0.3	2
COc1cccc(N2CC(C)Cn3c2nc2c3c(=O)[nH]c(=O)n2C)c1 (stereo not drawn)	-7	18	9	5	-1	-21	11	-8	2.3	-12
O=C1c2ccccc2NC(c2ccco2)N1/N=C/c1ccco1 (stereo not drawn)	12	-92	3	-1	4	-16	-10	8	1.4	21
CC1=CSC2=NC(=O)/C(=C\c3cccn3-c3ccccc3)C(=N)N12	-14	2	5	-11	4	19	5	3	-0.6	-11
COc1cc2c(cc1OC)CN(c1ccc(-c3ccccc3OC)nn1)CC2	20	-37	9	-3	2	26	38	x	x	41
Clc1cccc(OCCN2CCN(CCOc3cccc(Cl)c3)CC2)c1	8	-2	2	-4	3	10	-53	7	0.0	5
O=C(CC1C(=O)NCCN1C(=O)c1ccc([N+](=O)[O-])cc1)Nc1cccc(Cl)c1 (stereo not drawn)	6	5	-3	-4	2	-14	20	x	0.3	8
C/C(N)=C(/C#N)C(=O)CSc1nnnn1-c1ccc(C)cc1C	2	-31	6	-7	1	-14	13	2	0.4	25
Cc1cc(C(=O)N/N=C/c2ccc3c(c2)OCO3)c2ccccc2n1	2	-7	39*	3	0	36	10	1	3.0	4
COC(=O)Cn1c(=NC(=O)c2ccc(OC)c(OC)c2)sc2cc(OC)ccc21	-1	13	-5	9	0	-3	11	2	-1.3	0
Cc1[nH]c2ccccc2c1C(=O)COC(=O)C(C)C	-6	-41	1	-3	3	-8	7	4	0.3	12
O=C1CCC(c2ccccc2)c2ccccc21 (stereo not drawn)	-5	10	x	1	x	x	-1	-2	0.0	-24
Cc1ccc(-n2nc3c(c2NC(=O)c2c(-c4ccccc4Cl)noc2C)CSC3)cc1	12	19	-6	7	-1	-35	38	-1	0.0	20
Cc1ccc(CN2CCSc3ccc(C(=O)NCc4ccccn4)cc32)cc1	4	17	0	-2	1	-6	16	-28	0.2	-9
O=C(Cn1ncc2c([nH]c3ccccc32)c1=O)N1CCc2ccccc2C1	-3	12	-1	-15	-5	0	6	-2	0.6	-13
COc1ccc(-c2noc(CN(C)Cc3ccccc3)n2)cc1	-1	-7	3	1	1	-20	11	7	-0.2	-7
C=CCn1c(CNS(=O)(=O)c2ccc(Br)cc2)n[nH]c1=S	-3	5	-2	0	-2	-27	4	u	0.0	-17
O=c1oc(Nc2ccccc2F)nc2ccccc12	13	-5	1	15	4	-52	1	-20	1.5	23
CCOc1ccc(OCc2ccc(C(=O)Nc3cccc(C)n3)o2)cc1	11	-29	-5	5	17*	-33	-1	-3	x	26
CCCn1c(=O)c(C(=O)NNS(=O)(=O)c2ccc(C)cc2)c(O)c2ccccc21	-2	7	-3	-8	0	15	18	0	-0.6	2
CC(=O)c1cc(F)ccc1OCC(=O)N1CCN(c2ccc(F)cc2)CC1	x	10	-1	3	3	-2	6	5	0.1	x
COc1cc(NC(=O)CSCc2ccc(Cl)cc2Cl)c(C(=O)O)cc1OC	0	11	-6	0	-5	-27	7	-7	-2.4	10
CC1CCC2C(=O)N(c3ccc(Cc4ccncc4)cc3)C(=O)C2C1 (stereo not drawn)	-9	-30	-4	-1	0	-20	19	8	-0.1	-6
CCOC(=O)c1c(NC(=O)C2C3C=CC(C3)C2C(=O)O)sc2c1CC(C)CC2 (stereo not drawn)	-5	39	-1	3	5	-1	u	-10	-0.3	-10
Cc1ccccc1-n1c(-c2ccc(Cl)cc2)cnc1SCC(=O)NC1CCS(=O)(=O)C1 (stereo not drawn)	14	-25	-6	7	1	0	22	6	-1.0	70*
Cc1c(C(=O)C(=O)NCCC2=CCCCC2)c2ccccc2n1C	13	7	-4	-9	2	-1	9	5	-0.5	16
COC(=O)c1c(NC(=O)C2COc3ccccc3O2)sc2c1CCN(Cc1ccccc1)C2 (stereo not drawn)	0	14	2	21	0	9	2	-5	-0.2	-19
COc1ccc(Cc2nnc(SCC(=O)c3cccc([N+](=O)[O-])c3)n2C)cc1	13	26	4	0	1	-28	11	-1	0.0	15
CCOc1ccc(NC(=O)c2csc3c2CCCC3)cc1	27	-204	-1	-7	-2	-45	11	-6	4.3	u
Nc1c(CO)nnn1-c1ccccc1	1	31	-4	-23	-3	-22	13	-2	1.0	-1
CCc1c(C)nc2cc(C)[nH]n2c1=O	-6	-14	-4	15	0	-47	16	-12	0.2	-13

# Continuation:
Molecule	HSF1 inh	aSyn UTR inh	IEC-6 tox	Platelet DG rel	HSP90 inh	KLF5 inhibitor	AI-2 QS modul	HDAC3 inh	HIF activator	HSF1 activator
COc1ccc(NC(=O)CCn2c(=O)c3cccn3c3ccccc32)c(OC)c1	0	4	-1	20	-3	-31	9	-5	0.1	0
COc1ccc(-n2nc(C(=O)NCC(=O)Nc3cc(OC)c(OC)c(OC)c3)c3ccccc3c2=O)cc1OC	-44	12	2	1	0	25	15	2	-0.5	-40
COc1cccc(-n2c(Cc3cc(=O)[nH]c(=O)[nH]3)nnc2SCC(=O)NC2CCCC2)c1	x	x	4	x	1	-5	x	3	x	x
COC(=O)CNC(=O)c1ccccc1C	-4	8	-2	0	2	-31	1	1	2.2	13
Cc1ccc(NC(=O)CC2S/C(=N/N=C3\CCCc4ccccc43)NC2=O)cc1 (stereo not drawn)	9	15	-3	-2	1	-35	51	5	-0.2	10
CCOC(=O)C1C(=O)C=C(C)C(C(=O)OCC)C1c1cccc([N+](=O)[O-])c1 (stereo not drawn)	10	11	-3	-1	-2	2	16	1	-0.7	-11
CCCCNC(=O)C1CC(=O)N(C2CCCCC2)C1 (stereo not drawn)	-3	-37	-2	4	3	-15	14	-3	-0.1	8
Cc1ccc(-c2nc3ccccc3o2)cc1NC(=O)c1ccc2c(c1)OCO2	6	-151	4	1	-1	-103	10	8	2.5	3
O=C(C1=NN[C@@H]2C(=O)N(c3cccc(F)c3)C(=O)[C@H]12)c1ccc2ccccc2n1	6	-79	10	9	1	-38	17	1	0.0	0
COC(=O)CN(C)C(=O)c1ccc(OC2CCN(S(=O)(=O)N(C)C)CC2)cc1	0	-19	-7	6	1	-40	3	-1	2.3	7
COc1cc(OC)cc(C(=O)NC2=NCCS2)c1	-4	-53	0	7	4	-43	-3	-3	0.2	-20
COc1ccccc1CCN=C(N)NS(=O)(=O)c1ccccc1F	-1	-6	3	-8	1	-13	2	3	0.0	-1
COc1ccc(C2CCCN2C(=S)Nc2ccc(C)cc2Cl)cc1OC (stereo not drawn)	-2	-16	-7	-1	-2	-45	10	2	0.4	-15
COc1cc(/C=N/NS(=O)(=O)c2ccccc2)ccc1OS(=O)(=O)c1ccc(C)cc1	-7	-12	-1	1	-3	-20	24	5	-0.4	2
O=C(OCC(=O)c1cccs1)c1ccc([N+](=O)[O-])o1	-8	7	-4	19	-1	-16	2	1	0.2	1
c1ccc2c(c1)CC(N1CCCCC1)c1ccccc1N2 (stereo not drawn)	0	15	7	-1	4	14	24	1	-0.4	6
CCCC(=O)Oc1ccc(N(C(=O)CCC)S(=O)(=O)c2cccs2)cc1	-1	-14	-2	1	-1	-3	34	56*	-0.4	8
CC(=NCCc1c(C)[nH]c2ccc(OCc3ccccc3)cc12)C1=C(O)CC(c2ccccc2)CC1=O (stereo not drawn)	5	10	-4	5	-4	-33	11	-5	0.3	8
CNC(=O)c1nc(C)n(-c2cc(Cl)ccc2Cl)n1	-6	3	8	-7	1	-16	0	1	-0.4	1
CCN(CC(=O)NC(=O)NC1CCCC1)Cc1ccccc1	-6	-13	x	-18	x	x	-4	3	-0.2	-3

# Bioassay records from PubChem BioAssay.
